# p97 ATPase inh – inhibitors of human p97 ATPase, primary screen, biochemical; Transitional endoplasmic reticulum ATPase (Homo sapiens), P55072; recombinant p97 ATPase, Kinase-Glo ATP luminescence, 3 h; inhibition, % at 8 µM; hit rate 0.42% among 220,000; in the data active means inhibition above about 15%;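 further: 0% = DMSO vehicle and 100% = wells lacking enzyme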
# Furin inhibitor – human furin inhibitors, primary screen, biochemical, fluorescence intensity; P09958; inhibition, % at 30 µM; hit rate 0.061% among 220,000; purified furin, fluorogenic substrate cleavage; in the data active means inhibition above about 25%; further: inactives centre near -15
# p47phox inh – p47phox/p22phox peptide binding inhibitors, primary screen, biochemical, uHTS, NADPH oxidase regulatory subunit. Neutrophil cytosol factor 1 (Homo sapiens), P14598. fluorescence polarization, 2 h. inhibition, % at 24.7 µM. hit rate 0.53% among 220,000. AID 1274, 2008;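 active means inhibition above about 30%, limit read from the data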;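 further: 0% = p47phox with labelled peptide and 100% = labelled peptide alone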
# Target sequence (P14598 whole entry, looked up): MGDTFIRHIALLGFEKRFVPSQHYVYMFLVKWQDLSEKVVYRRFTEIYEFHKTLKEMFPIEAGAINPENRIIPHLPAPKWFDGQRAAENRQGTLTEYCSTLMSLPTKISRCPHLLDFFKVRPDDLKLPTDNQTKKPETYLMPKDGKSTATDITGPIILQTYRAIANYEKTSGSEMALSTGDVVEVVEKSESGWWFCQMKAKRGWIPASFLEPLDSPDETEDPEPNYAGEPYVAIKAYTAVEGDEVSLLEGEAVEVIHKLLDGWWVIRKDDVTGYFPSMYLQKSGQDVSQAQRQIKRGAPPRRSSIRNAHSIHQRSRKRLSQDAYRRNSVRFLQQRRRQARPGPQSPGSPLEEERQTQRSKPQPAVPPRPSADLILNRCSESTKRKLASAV
# Tb hexokinase – Trypanosoma brucei hexokinase 1 inhibitors, primary screen, biochemical, G6PDH-coupled NADH absorbance, MLSCN library; hexokinase 1 [Trypanosoma brucei]; recombinant TbHK1, G6PDH-coupled NADH A340; inhibition, % at 10 µM; hit rate 0.11% among 220,000; AID 1430, 2008;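 active means inhibition of 50% or more in the single-dose primary screen; inactive means inhibition below 50%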
# m-calpain inh – inhibitors of pig calpain II, primary screen, biochemical, fluorogenic peptide substrate, 1536-well; hit rate 0.37% among 220,000; inhibition, % at 16 µM; purified calpain II, 30 min; AID 1236, 2008;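 active means inhibition above about 50%, limit read from the data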
# RBBP9 inhibitor – human RBBP9 inhibitors, primary screen, biochemical, fluorescence polarization, FP-Rh probe, HTS | inhibition, % at 7.94 µM | AID 1515, 2009 | recombinant RBBP9 | Serine hydrolase RBBP9 (Homo sapiens), O75884 | hit rate 0.2% among 220,000;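 active means inhibition above the campaign mean of all tested compounds plus 3 SD, cut at about 14% in these data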;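 further: plate controls were DMSO wells with RBBP9 for no effect and wells lacking RBBP9 protein for full effect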
# Target sequence (O75884 whole entry, looked up): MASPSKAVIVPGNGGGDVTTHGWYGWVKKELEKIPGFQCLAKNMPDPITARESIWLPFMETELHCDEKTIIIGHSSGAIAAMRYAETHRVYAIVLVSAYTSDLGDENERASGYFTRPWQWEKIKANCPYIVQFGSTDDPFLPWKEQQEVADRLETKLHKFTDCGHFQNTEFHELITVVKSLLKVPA
#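 Measured by – fluorescence polarization · Test system – RBBP9 protein · Input – 2.5 µM RBBP9 dispensing solution, before mixing · Measure – percent inhibition from mP, scaled between DMSO and no-protein wells · Benchmarks – DMSO-treated enzyme wells and wells lacking RBBP9 · Times – preincubation 30 min plus labeling 45 min at 25 °C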
# EBV gp42 inh – Epstein-Barr virus gp42 inhibitors, primary screen, biochemical, uHTS, fluorescence polarization. Glycoprotein 42 (Epstein-Barr virus (strain AG876)), Q1HVG2. Fluorescence polarization binding assay, mP read-out. inhibition, % (tested at 21.74 µM). hit rate 0.42% among 220,000. AID 1085, 2008; in the data active means inhibition above about 50%
# Target sequence (Q1HVG2 whole entry, looked up): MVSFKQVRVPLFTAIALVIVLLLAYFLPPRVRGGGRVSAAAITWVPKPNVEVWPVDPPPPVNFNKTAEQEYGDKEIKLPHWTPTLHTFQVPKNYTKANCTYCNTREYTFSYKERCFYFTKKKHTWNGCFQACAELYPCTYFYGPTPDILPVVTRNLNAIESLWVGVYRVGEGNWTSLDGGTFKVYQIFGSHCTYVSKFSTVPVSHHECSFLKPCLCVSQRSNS
# Runt-CBFb FRET – inhibitors of RUNX1 Runt–CBFb binding, primary screen, biochemical, FRET, Cerulean-Runt, Venus-CBFb, uHTS; hit rate 0.46% among 220,000; Runt-related transcription factor 1 (Homo sapiens) + Core-binding factor subunit beta …; Cerulean-Runt/Venus-CBFb FRET ratio 530/480, 1 h; inhibition, % at 20 µM;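 active means inhibition over about 50% at 20 µM in the single-dose screen, limit read from the data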;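 further: 0% = DMSO wells and 100% = excess unlabeled CBFb competitor control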
#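 Doses: 20 µM compound in 1% DMSO | Material: Cerulean-labeled Runt domain protein | Amount: Each fluorescent fusion protein 100 nM | Schedule: Two 1 h room-temperature incubations shielded from light | Measured by: FRET fluorescence | Evaluation: Loss of energy transfer signal | Controls: Unlabeled CBFb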
# Runt-SMMHC FRET – inhibitors of RUNX1 Runt–CBFb-SMMHC binding, primary screen, biochemical, FRET, Cerulean-Runt, Venus-CBFb-SMMHC, uHTS; AID 1434, 2008; Runt-related transcription factor 1 (Homo sapiens) + Core-binding factor subunit beta …; inhibition, % at 20 µM; hit rate 0.74% among 220,000; Cerulean-Runt/Venus-CBFb-SMMHC FRET ratio 530/480, 1 h;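 active means mean inhibition across duplicate retests at 20 µM reaching about 50%, limit read from the data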;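 further: 0% = DMSO wells and 100% = wells with excess untagged CBFb-SMMHC; inhibitors lower the FRET ratio by blocking Runt binding to CBFb-SMMHC; some results filed as inactive read as strong as hits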
# * marks the source's active call; other numbers are inactive results; . = no result given; [ ] = dose if it differs, or a comment. Hits appear at their usual frequency. About 2.7% of those tested had a hit in this group.
molecule	p97 ATPase inh	Furin inhibitor	p47phox inh	Tb hexokinase	m-calpain inh	RBBP9 inhibitor	EBV gp42 inh	Runt-CBFb FRET	Runt-SMMHC FRET
CCOc1ccc(NC(=O)c2ccccc2NS(=O)(=O)c2ccc(F)cc2)c([N+](=O)[O-])c1	-3	-6	-9	17	-46	-11	-9	-2	-3
CCCCN1C(=O)C(NC(=O)C2CC2)(C(F)(F)F)C2=C1CC(C)(C)CC2=O (stereo not given)	3	-10[20 µM]	-18	-4	-4	0	-19	.	0
O=S(=O)(c1ccc(Oc2ccc(Br)cc2F)nc1)N1CCCCC1	-2	-3	-10	9	19	-13	-10	.	.
COc1ccc(/C=C/C(=O)NCCCc2ccccc2)cc1OC	-3	-12	5	3	-31	-5	-8	-4	2
NC(=O)c1c(N)sc2c1CCC2	-1	0	.	2	6	-6	-5	8	6
O=S(=O)(Nc1ncccn1)c1ccc(NC(=S)NCCc2ccccc2)cc1	2	-12	-14	0	-23	-7	-4	0	-3
Cc1ccc2cc(CN(CC3CCCO3)C(=S)Nc3ccccc3)c(=O)[nH]c2c1C (stereo not given)	2	1	-16	-20	-32	-2	-17	0	1
COc1cccc(NC(=O)Cn2c(=O)n(CCCC(=O)NCc3ccco3)c(=O)c3ccccc32)c1	2	-18	-19	-1	17	-3	-8	2	-3
Cc1[nH]c2ccc(F)cc2c1CCN(Cc1cccnc1)C(=S)Nc1ccccc1	1	-19	-31	-1	22	-9	-5	0	0
Cn1c(SCc2ccccc2Cl)nc2ccccc21	-2	-18[20 µM]	-4	-2	39	-1	-19	2	-1
O=C(O)/C=C/C(=O)Nc1nccs1	8	-15	-5	-9	-8	-1	-2	2	0
COc1ccc(C(CC(=O)NCCN2CCOCC2)NS(=O)(=O)c2ccc(C)cc2)cc1 (stereo not given)	2	-22[20 µM]	-6	1	-6	-6	-9	2	0
CC(C)NC(=O)NC(=O)COc1ncnc2sccc12	5	-9	-4	-6	7	0	-27	0	1
Cc1ccc(N(C)C(=O)c2ccc3c(Cl)c4c(nc3c2)CCC4)cc1C	-1	-7	-5	-4	2	-2	-12	-11	-3
NC(=O)C(c1ncc(C(F)(F)F)cc1Cl)c1c(Cl)cccc1Cl (stereo not given)	0	-16[20 µM]	-11	2	-10	9	-24	-3	-4
c1ccc(CN2CCN(CCCNc3ccc4nnc(-c5ccccc5)n4n3)CC2)cc1	-3	-17	-7	-5	-8	-4	-15	-4	-2
C=CCc1cc(/C=N\NC(=O)CSc2nnc(CCCc3ccc(OC)c(C)c3)o2)cc(OC)c1O	-4	-1[20 µM]	-13	-19	33	-11	-34	-6	3
O=C(c1ccc(NC(=S)NCc2ccco2)cc1)N1CCCCC1	3	-22	2	-3	-17	7	-6	9	3
N/N=C1\CCCc2nonc21	-2	-14	7	2	2	-5	-4	2	3
COC(=O)CCCNC(=O)c1ccccn1	1	-37	-5	-5	-13	-6	-11	-1	-1

# (listing goes on)
molecule	p97 ATPase inh	Furin inhibitor	p47phox inh	Tb hexokinase	m-calpain inh	RBBP9 inhibitor	EBV gp42 inh	Runt-CBFb FRET	Runt-SMMHC FRET
CCN(Cc1ccccc1)C(=O)COC(=O)CNC(=O)c1ccc(C)s1	2	-18	-4	2	-16	-2	-5	-2	1
CCC1CCCCN1Cc1cc(OC)c(O)c([N+](=O)[O-])c1 (stereo not given)	2	-4[20 µM]	-16	-6	5	-4	-21	-1	-3
COc1ccc(-n2cc(CN3CCC(OC)CC3)c(-c3cccc(F)c3)n2)cc1	0	-22	-11	-1	-5	-9	-12	-2	-6
Nc1c(C(=O)NC2CCCC2)c2nc3ccccc3nc2n1N	3	-28	-9	-2	-39	-4	-6	14	46
Cc1ccc(/C=N/N=C2/NC(=O)C(CC(=O)Nc3ccccc3)S2)o1 (stereo not given)	2	-19	-14	-2	-17	-6	-11	6	12
CCOC(=O)c1ccc(-c2c(C(=O)OCC)oc3cc(O)c(CC)cc3c2=O)o1	-3	-12[20 µM]	-11	-18	-20	-11	-6	-1	-3
CCCCCN1CC(O)=C(c2nc3ccccc3[nH]2)C1=N	1	-18	3	-1	-2	-1	-16	0	0
COC(=O)C1CCN(Cc2ccc(OCCCN3CCN(c4ccc([N+](=O)[O-])cc4)CC3)cc2)CC1	-4	-7	-3	-9	-7	-6	-6	-1	-4
CCN1C(=O)/C(=C\N(C(C)=O)c2ccccc2)OC1=S	-6	-7[20 µM]	0	-51	-15	0	-7	2	5
O=C(CCCNS(=O)(=O)c1cccs1)N1CCc2ccccc2C1	-4	-6	-9	5	-21	-15	-7	0	1
Cc1nnc2c3ccccc3c(-c3ccccc3)nn12	2	-11[20 µM]	.	6	.	8	.	.	.
O=C(CSc1nc2c(c(=O)[nH]1)CCC2)Nc1cccc(Cl)c1	8	-26	-4	5	17	-1	3	4	-1
O=C(O)CN(c1cccc(C(F)(F)F)c1)S(=O)(=O)c1ccccc1	-2	-16	4	-9	-17	-4	-3	-2	6
CCOCCCNC(=O)c1ccc(OC)cc1	8	-26[20 µM]	-17	4	11	-5	-3	-3	0
COc1ccc(NC(=O)CCC(=O)c2cccs2)cc1S(=O)(=O)Nc1ccc(Cl)cc1	-2	-16	-20	-1	-18	-11	-4	-2	4
COc1cccc(-c2noc(Cn3nc(C)c([N+](=O)[O-])c3C)n2)c1	0	-2[20 µM]	-26	-8	26	6	-20	17	28
C=CCNC(=O)C1CC(=O)N(c2ccc(OCC(=O)Nc3ccc(OC)cc3)cc2)C1 (stereo not given)	-3	-19[20 µM]	-4	-3	-10	1	-2	-1	-2
CC(C)CC(=O)NNC(=S)Nc1ccc(S(N)(=O)=O)cc1	3	-25	-7	-1	-6	0	-22	14	-1
O=C1N=C(N2CCN(c3ccccc3)CC2)S/C1=C\c1cn[nH]c1-c1ccccc1	7	-11	-1	29	-38	-1	-13	-1	2
O=C1c2ccccc2C(=O)N1CCCCN(C(=O)c1cccc([N+](=O)[O-])c1)c1ccc(Cl)cc1	-3	-10	-2	6	36	-6	-10	.	-3

# Sorted by formula weight (descending): some entries from above.
molecule	p97 ATPase inh	Furin inhibitor	p47phox inh	Tb hexokinase	m-calpain inh	RBBP9 inhibitor	EBV gp42 inh	Runt-CBFb FRET	Runt-SMMHC FRET
COC(=O)C1CCN(Cc2ccc(OCCCN3CCN(c4ccc([N+](=O)[O-])cc4)CC3)cc2)CC1	-4	-7	-3	-9	-7	-6	-6	-1	-4
COc1ccc(NC(=O)CCC(=O)c2cccs2)cc1S(=O)(=O)Nc1ccc(Cl)cc1	-2	-16	-20	-1	-18	-11	-4	-2	4
O=C1c2ccccc2C(=O)N1CCCCN(C(=O)c1cccc([N+](=O)[O-])c1)c1ccc(Cl)cc1	-3	-10	-2	6	36	-6	-10	.	-3
C=CCNC(=O)C1CC(=O)N(c2ccc(OCC(=O)Nc3ccc(OC)cc3)cc2)C1 (stereo not given)	-3	-19[20 µM]	-4	-3	-10	1	-2	-1	-2
O=C1N=C(N2CCN(c3ccccc3)CC2)S/C1=C\c1cn[nH]c1-c1ccccc1	7	-11	-1	29	-38	-1	-13	-1	2
CCOC(=O)c1ccc(-c2c(C(=O)OCC)oc3cc(O)c(CC)cc3c2=O)o1	-3	-12[20 µM]	-11	-18	-20	-11	-6	-1	-3
CCN(Cc1ccccc1)C(=O)COC(=O)CNC(=O)c1ccc(C)s1	2	-18	-4	2	-16	-2	-5	-2	1
O=C(O)CN(c1cccc(C(F)(F)F)c1)S(=O)(=O)c1ccccc1	-2	-16	4	-9	-17	-4	-3	-2	6
Cc1ccc(/C=N/N=C2/NC(=O)C(CC(=O)Nc3ccccc3)S2)o1 (stereo not given)	2	-19	-14	-2	-17	-6	-11	6	12
O=C(CSc1nc2c(c(=O)[nH]1)CCC2)Nc1cccc(Cl)c1	8	-26	-4	5	17	-1	3	4	-1
CC(C)CC(=O)NNC(=S)Nc1ccc(S(N)(=O)=O)cc1	3	-25	-7	-1	-6	0	-22	14	-1
CCC1CCCCN1Cc1cc(OC)c(O)c([N+](=O)[O-])c1 (stereo not given)	2	-4[20 µM]	-16	-6	5	-4	-21	-1	-3
CCCCCN1CC(O)=C(c2nc3ccccc3[nH]2)C1=N	1	-18	3	-1	-2	-1	-16	0	0
CCOCCCNC(=O)c1ccc(OC)cc1	8	-26[20 µM]	-17	4	11	-5	-3	-3	0

# Remaining list, next part.
molecule	p97 ATPase inh	Furin inhibitor	p47phox inh	Tb hexokinase	m-calpain inh	RBBP9 inhibitor	EBV gp42 inh	Runt-CBFb FRET	Runt-SMMHC FRET
O=C(CCS(=O)(=O)c1ccc(Br)cc1)N1CCN(Cc2ccccc2)CC1	1	-22	9	0	11	-5	-2	0	3
O=Cc1cc([N+](=O)[O-])ccc1N1CCOCC1	8	-4	-6	-16	-4	1	-11	-4	9
O=C(Nc1ccc(Br)cc1Cl)NC1CC1	0	-22	-4	-15	-20	5	-4	1	3
O=C(Nc1ncc(Cc2ccccc2Cl)s1)c1ccc([N+](=O)[O-])cc1	-8	-16	-4	-13	6	-1	5	1	3
O=C(O)[C@H]1CCCC[C@H]1C(=O)Nc1ccc(Nc2ccccc2)cc1	-1	-17[20 µM]	2	-3	-5	0	-12	0	3
COc1ccc(/C=N/NC(=O)C(=O)N2CCN(c3ccccc3OC)CC2)cc1	4	-16	-13	-5	-4	-4	-3	-1	-1
C/C(=N\NC(=S)NCc1ccccc1)c1ccc(C)o1	-2	-16	-3	-4	42	-2	-1	9	-1
CCSc1nnc(NC(=O)c2ccc(C)o2)s1	7	4[20 µM]	-5	-41	-4	7	9	0	3
O=C(NCC1CCCO1)C(C(=O)c1ccccc1)n1ccccc1=O (stereo not given)	7	-5	-11	-1	-25	-5	-5	-1	-7

# Assay outcomes from PubChem BioAssay.
